Screening data: PubChem BioAssay, National Center for Advancing Translational Sciences (NCATS)
AmpC inh det = inhibitors of E. coli AmpC beta-lactamase with detergent. purified AmpC, nitrocefin hydrolysis with detergent. Potency, µM (titrated, usually from 28.7 µM), inactives show top-dose activity change, negative = inhibition. actives 0.09% (n = 71,000). AID 584; active means well fitted curve in the direction sought with a large enough effect
Target sequence (P00811 whole entry, looked up): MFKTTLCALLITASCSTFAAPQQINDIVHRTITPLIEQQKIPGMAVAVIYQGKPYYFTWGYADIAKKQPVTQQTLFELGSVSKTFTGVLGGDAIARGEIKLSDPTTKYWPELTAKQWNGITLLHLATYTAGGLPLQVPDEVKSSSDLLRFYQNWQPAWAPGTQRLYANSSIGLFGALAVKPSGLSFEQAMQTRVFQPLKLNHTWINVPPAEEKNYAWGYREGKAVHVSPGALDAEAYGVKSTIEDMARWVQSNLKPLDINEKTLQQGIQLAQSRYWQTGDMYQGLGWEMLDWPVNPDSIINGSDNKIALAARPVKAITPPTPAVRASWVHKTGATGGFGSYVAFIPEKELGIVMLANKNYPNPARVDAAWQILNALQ
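E. coli AmpC (5.3 nM) in 20 mM phosphate pH 7.0 with 0.01% Triton X-100, preincubated 15 min RT with compound; nitrocefin (2 uL of 800 uM stock) hydrolysis followed by 480 nm absorbance every 20 s over 4 min.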
* = called active by the depositor; & = joins results of further samples; [ ] = another dose, or the depositor's remark. On the % scale 0 is the no-effect control and ±100 the full control effect; potency means the concentration at half of the fitted maximal effect. Some of the compounds tested; rates above refer to the full screens.

SMILES | AmpC inh det
COCc1[nH]nc2c1C1(CCC3(CC1)OCCO3)C(C#N)=C(N)O2 | 13.3%
CCOC(=O)CC(=O)Nc1cc(Cl)ccc1O | -3.6%
Cc1nn(Cc2ccccc2Cl)c2sc(C(=O)NCCCn3ccnc3)cc12 | -2.4%
O=C(Nc1ccc(F)cc1)NC1(C(=O)NCc2ccco2)CCCCC1 | 13.5%
CN(CC(=O)NCCN1CCCCCC1)S(=O)(=O)c1cccc2nsnc12 | -1.0%
COc1cccc(C(=O)Nc2ccc3nc(N4CCOCC4)cc(C)c3c2)c1 | 3.6%
COCCCN1C(=O)C(=O)/C(=C(/O)c2ccc(OC)cc2C)C1c1cccnc1 (configuration not stated) | -3.4%
Cc1oc(/N=C/c2ccc(Cl)cc2)c(C#N)c1C | 8.9%
Cc1cc(Br)ccc1SCC(=O)OCC(=O)N1CCN(C(=O)c2ccco2)CC1 | 2.5%
N[C@@H](Cc1cccc([N+](=O)[O-])c1)C(=O)O | -2.2%[5.75 µM]
CCCC(C)C1C(C#N)=C(N)Oc2c1c(=O)oc1ccccc21 (configuration not stated) | 5.3%
COc1ccc(CC(=O)Nc2c3c(nn2-c2ccccc2C)CS(=O)C3)cc1 (configuration not stated) | -2.4%
CC(=O)C1=C(C)NC(SCC(N)=O)=C(C#N)C1c1cccnc1 (configuration not stated) | 8.1%
CS(=O)(=O)N1CCc2cc(S(=O)(=O)Nc3ccc4oc5c(c4c3)CCCC5)ccc21 | -0.3%
COc1cccc(NC(=O)CN2CCN(c3ccccc3F)CC2)c1 | -1.4%
O=C(CSc1nnnn1C1CCCC1)Nc1ccc2c(c1)OCO2 | 8.3%
Cc1cc(C)n(C(=O)Cc2cn3ccsc3n2)n1 | 15.1%
COc1ccc(S(=O)(=O)N2CCN(C(=O)c3cccs3)CC2)cc1 | 8.2%
COc1cc(C(=O)NCCC(=O)NCCN2CCCCCC2)cc(OC)c1OC | -0.4%
COc1ccc(C(C(O)C(=O)c2c[nH]c3ccccc23)N2CCN(c3ccc(OC)cc3)CC2)cc1 (configuration not stated) | -4.1%
CCOC(=O)CSC1=C(C#N)C(c2ccc(F)cc2)C(C(C)=O)=C(C)N1 (configuration not stated) | -2.9%
CCC[C@@H]1C[C@@]1(CCC)C(NC(=O)c1ccco1)c1ccc(Cl)cc1 (some centres not stated) | 31.0%
COc1ccccc1NC(=O)c1oc2ccccc2c1NC(=O)c1ccco1 | -1.8%
NC1=NC2(CCCCC2)n2c(nc3ccccc32)N1 | -3.7%
COCCn1c(=O)[nH]c2cc(C(=O)NC3CCCCCC3)ccc2c1=O | 11.0%
C=CCSC1=N/C(=C\c2ccsc2)C(=O)S1 | -2.4%
CCC1(C(=O)OC)NC(c2ccco2)C2C(=O)N(c3ccc(C)cc3)C(=O)C21 (configuration not stated) | 9.8%
N#CC1=C(N)Oc2n[nH]c(-c3ccc(F)cc3)c2C1c1cccnc1 (configuration not stated) | -2.7%
CCN(CC)CCNC(=O)c1c(O)c2c([nH]c1=O)CCCC2 | -0.8%
O=C(NCCCN1CCN(C2CCCCC2)CC1)Nc1ccccc1C(F)(F)F | 0.3%
CCCCC1CCC(c2nc(-c3ccccn3)no2)CC1 (configuration not stated) | -0.1%
CN(C)S(=O)(=O)N1CCC(C(=O)O)(c2ccccc2)CC1 | -3.9%
COc1ccc2nc(NC(=O)C(NS(=O)(=O)c3cccs3)C(C)C)sc2c1 (configuration not stated) | -0.1%
CCS(=O)(=O)N1CCN(C(=O)c2cccs2)CC1 | 2.3%
O=S(=O)(c1cccc(-c2nnc(SCc3ccc(Cl)cc3)o2)c1)N1CCCCC1 | 14.2%
COc1cccc(-c2csc(NC(C)=O)n2)c1 | -5.2%
Nn1c(CSc2nc3ccccc3o2)nnc1CSc1nc2ccccc2o1 | -3.1%
CSc1nnc(-c2cc3ccccc3cc2O)n1C | 12.3%
O=C(CCCNS(=O)(=O)c1cccc2nsnc12)N1CCCCC1 | -0.1%
CCN(C(=O)CSc1nnc(Cn2nnc3ccccc32)o1)c1nc(-c2ccccc2)cs1 | 12.9%
COc1ccc(-c2ncc3ccccn23)cc1 | -7.7%
Cc1ccc(S(=O)(=O)N2CCN(S(C)(=O)=O)C2c2ccccc2)cc1 (configuration not stated) | -1.6%
Cc1ccc(NC(=O)c2ccccc2F)nc1 | -3.8%
CN(C)Cc1cc(C(=O)O)cc(CN(C)C)c1O | -3.4%[5.75 µM]
CCC1Oc2ccc(Cl)cc2N(CC(=O)O)C1=O (configuration not stated) | -3.3%
Cn1nnc2cc(C(=O)NCc3ccco3)ccc21 | -1.2%
Cc1cccc(-n2nc3c(c2NC(=O)c2ccc(Br)o2)CSC3)c1C | -3.5%
COc1ccccc1S(=O)Cc1ccc(C(=O)NCCc2ccc(Cl)cc2)o1 (configuration not stated) | 10.8%
COc1cc(N)ccc1Cc1ccc(N)cc1OC | 7.5%
CCS(=O)(=O)NCc1ccc2[nH]c3c(c2c1)CCCC3 | 4.2%
CCS(=O)(=O)N1CCC(NC(=O)C2CCCCC2)CC1 | 7.8%
C[C@]12Cc3cn4c(nc3C=C1CC[C@H]1[C@@H]2CC[C@@]2(C)[C@H]1CC[C@@]2(O)C#N)nc1ccccc14 | 1.0%
CN(C)c1ccc(-c2nccc(NCc3ccccc3)n2)cc1 | 9.0%
Cc1ccc(C(C(=O)NC2CCCCC2)N2CCOCC2)cc1 (configuration not stated) | -2.2%
NC(=O)c1c(NC(=O)c2cccs2)sc2c1CCCCCC2 | 8.0%
CCOC(=O)N1CCC(N2C(=O)c3ccccc3C2Nc2cc(OC)c(OC)c(OC)c2)CC1 (configuration not stated) | 11.0%
COC(=O)c1ccccc1NC(=O)c1ccc(NS(C)(=O)=O)cc1 | -1.0%
O=C(O)CN1C(=O)CC(Cc2ccccc2)C1=O (configuration not stated) | -4.3%
Cc1nn(-c2ccc(F)cc2)c2nc(N)c(C#N)c(-c3cccs3)c12 | 1.4%
COC(=O)c1ccc(-n2nnnc2SCC(=O)Nc2ccccc2OC)cc1 | 0.4%
(more compounds)
SMILES | AmpC inh det
COCCn1nnnc1C(c1ccc(OC)c(OC)c1)N1CCN(c2nc3ccccc3s2)CC1 (configuration not stated) | 12.3%
Cc1cc(C)c(C(=O)CSc2n[nH]c(=O)n2C2CC2)cc1C | 9.2%
O=c1cc(-c2ccc(O)cc2)oc2c([C@H]3O[C@@H](CO)[C@@H](O)[C@@H](O)[C@@H]3O)c(O)cc(O)c12 | -1.3%[12.8 µM]
COc1ccc(C(=O)N2CCN(c3cccc(Cl)c3)CC2)c(OC)c1 | -2.4%
CCCCSC1=C(C#N)C(c2ccccc2C)C(C(=O)OCC)C(=O)N1 (configuration not stated) | 0.9%
CCOC(=O)CNC(=O)CSc1nnc(-c2ccco2)n1Cc1ccco1 | -3.8%
Cc1cc(C)c2c(c1)c(C)cc1nnc(SCC(=O)NCc3ccco3)n12 | -1.8%
CC1CC(C)CN(Cc2nc3c(c(=O)n(C)c(=O)n3C)n2CCN2CCOCC2)C1 (configuration not stated) | -4.4%
O=C(c1ccc([N+](=O)[O-])cc1)[C@@H](Br)[C@@H](Br)c1ccnc2ccccc12 | -1.5%[5.75 µM]
CCC(C)NCC(=O)Nc1ccc(-c2nc3cc(NC(=O)CNC(C)CC)ccc3o2)cc1 (configuration not stated) | -9.4%
COc1ccc(-c2noc(CSc3ccccc3)n2)cc1OC | -0.2%
Cc1ccc(NC(=O)CN(c2ccc3c(c2)OCO3)S(=O)(=O)c2c(C)n[nH]c2C)cc1 | 7.8%
COc1ccc(-c2nnn(Cc3nc(N)nc(N4CCCCC4)n3)n2)cc1 | 15.5%
C=CCSc1nc(N)c(C#N)c(-c2ccccc2)c1C#N | 11.0%
Cn1c(=O)c2[nH]c(Nc3ccccc3)nc2n(C)c1=O | -2.4%
CCOc1ccccc1NC(=O)Cn1c(=O)n(CCC(=O)NC2CCCC2)c(=O)c2ccccc21 | -3.0%
O=C(c1ccco1)N(CCCN1CCOCC1)c1nc(-c2ccc(Cl)cc2)cs1 | -4.1%
Cc1cc(C)n(-c2nc3ccccc3n3nnnc23)n1 | 13.4%
CCOC(=O)N1CCN(C(=O)CSc2nnc(Cn3c(=O)sc4ccccc43)n2C)CC1 | 12.3%
CCN1CCCC1CN=Cc1c(O)n(-c2ccccc2)c(=O)c2ccccc12 (configuration not stated) | 0.3%
COC(=O)CSc1nnc(-c2ccc(S(=O)(=O)N3CCCCC3)cc2)o1 | 2.6%
Cc1cccc(/N=C/c2c(O)[nH]c3ccccc23)n1 | 10.5%
CCOc1ccccc1NC(=O)Nc1cc(OC)ccc1OC | -1.7%
COc1ccccc1NC(=O)C1C2C=CC(O2)C1C(=O)O (configuration not stated) | -1.5%
O=C(COC(=O)c1ccc(Cl)c(S(=O)(=O)N2CCCC2)c1)NC1CCCC1 | 12.3%
CCOC(=O)Nc1ccc(S(=O)(=O)Nc2cc(C)on2)cc1 | 12.4%
Cc1sc2nc(SCC(=O)NCc3cccs3)[nH]c(=O)c2c1C | -2.5%
CNC(=O)OCc1cccc(COC(=O)NC)n1 | 13.7%
CC(C)CCn1c(N2CCN(c3cccc(Cl)c3)CC2)nc2c1c(=O)[nH]c(=O)n2C | -2.5%
NC(=NCCCCCCN=C(N)/N=C(\N)Nc1ccc(Cl)cc1)/N=C(\N)Nc1ccc(Cl)cc1 | 1.3%

Part of the list above in order of count of non-hydrogen atoms, falling:
SMILES | AmpC inh det
CCOc1ccccc1NC(=O)Cn1c(=O)n(CCC(=O)NC2CCCC2)c(=O)c2ccccc21 | -3.0%
NC(=NCCCCCCN=C(N)/N=C(\N)Nc1ccc(Cl)cc1)/N=C(\N)Nc1ccc(Cl)cc1 | 1.3%
CCOC(=O)N1CCN(C(=O)CSc2nnc(Cn3c(=O)sc4ccccc43)n2C)CC1 | 12.3%
CC(C)CCn1c(N2CCN(c3cccc(Cl)c3)CC2)nc2c1c(=O)[nH]c(=O)n2C | -2.5%
O=C(c1ccco1)N(CCCN1CCOCC1)c1nc(-c2ccc(Cl)cc2)cs1 | -4.1%
CCN1CCCC1CN=Cc1c(O)n(-c2ccccc2)c(=O)c2ccccc12 (configuration not stated) | 0.3%
O=C(COC(=O)c1ccc(Cl)c(S(=O)(=O)N2CCCC2)c1)NC1CCCC1 | 12.3%
COC(=O)CSc1nnc(-c2ccc(S(=O)(=O)N3CCCCC3)cc2)o1 | 2.6%
CCOc1ccccc1NC(=O)Nc1cc(OC)ccc1OC | -1.7%
CCOC(=O)Nc1ccc(S(=O)(=O)Nc2cc(C)on2)cc1 | 12.4%
COc1ccccc1NC(=O)C1C2C=CC(O2)C1C(=O)O (configuration not stated) | -1.5%
Cc1cc(C)n(-c2nc3ccccc3n3nnnc23)n1 | 13.4%
Cc1cccc(/N=C/c2c(O)[nH]c3ccccc23)n1 | 10.5%
CNC(=O)OCc1cccc(COC(=O)NC)n1 | 13.7%

2 of these compounds, reformatted:
Structure	AmpC inh det
COC(=O)CSc1nnc(-c2ccc(S(=O)(=O)N3CCCCC3)cc2)o1	2.6%
Cc1cccc(/N=C/c2c(O)[nH]c3ccccc23)n1	10.5%

Continuation:
SMILES | AmpC inh det
CC(C)n1c(=N)c(C(=O)NCCc2ccccc2)cc2c(=O)n3ccccc3nc21 | 2.5%
Cc1ccc(NS(=O)(=O)c2ccc(CCC(=O)O)cc2)cc1 | -2.1%
CCOC(=O)N1CCN(C(=O)c2ccc(C)c(S(=O)(=O)Nc3ccccc3)c2)CC1 | -5.0%
CCc1nnc(NC(=O)CCN2C(=O)c3ccccc3C2=O)s1 | -3.5%
C=CCN=C1SC(C)C(=O)N1S(=O)(=O)c1ccccc1 (configuration not stated) | 19.5%
O=C(NCc1ccncc1)/C(=N/O)c1ccccc1 | 1.2%
CN(C)C1(c2nnnn2CCOC(=O)Nc2ccc(Cl)cc2)CCCCC1 | -4.8%
CCC(C)N1CC23C=CC(O2)C(C(=O)OCc2ccccc2)C3C1=O (configuration not stated) | 8.1%
CC1(C)Cc2c(c(N3CCOCC3)nc3sc(-c4ccc(C(=O)O)o4)c(N)c23)CO1 | 4.2%
COc1ccc(N2C(=O)CC(NC3CC3)C2=O)cc1 (configuration not stated) | 0.4%
O=C(Nc1ccccc1N1CCCCC1)c1ccc2nccnc2c1 | -2.7%
CCc1ccc2c(CN(CC)Cc3nc4ccccc4c(=O)[nH]3)cc(=O)oc2c1 | -0.7%
Cc1c(Cl)c(S(N)(=O)=O)cc(S(N)(=O)=O)c1NC(=O)c1ccc(Cl)cc1 | -1.3%[5.75 µM]
Cc1n[nH]c(C)c1S(=O)(=O)N1CCCC(C(=O)N2CCc3ccccc32)C1 (configuration not stated) | -2.0%
NCCNS(=O)(=O)c1cccc2cnccc12 | 3.0%&0.5%
CCCCn1c(CNC(=O)C(C)(C)C)nc2ccccc21 | 10.3%
CN1CCN(C(=O)c2cc(Cl)ccc2Cl)CC1 | 3.5%
COc1ccc(N2CCN(C(=O)C34CCC(C)(C(=O)C3)C4(C)C)CC2)cc1 (configuration not stated) | 6.5%
C[C@@]12CCC(=O)C=C1CC[C@@H]1[C@@H]2[C@H](O)C[C@]2(C)[C@@H]1CC[C@]2(O)C(=O)CO | 2.9%[12.8 µM]
COc1ccc(COC2OC[C@]3(C)[C@H]4C5=C(CN3C(=O)OC(C)(C)C)[C@H](C)C(CO)C(CO)C5CC[C@@H]24)cc1 (some centres not stated) | 1.4%
CC(C)(C)n1nnnc1CN(Cc1ccco1)Cc1cc2cc3c(cc2[nH]c1=O)OCO3 | -3.6%
CCOC(=O)c1ccc(NC(=O)c2c(O)c3ccccc3n(C)c2=O)cc1 | -2.6%
Cc1nn(-c2ccccc2)c2nc(=O)n(-c3ccccc3)cc12 | 7.5%
COCCNC(=O)[C@H](C)[C@@H]1C[C@@]1(C)[C@@H](NC(=O)OCc1ccccc1)c1ccccc1 | -2.7%
CCOC(=O)c1c(N)sc(C(=O)N(C)C)c1C | 1.8%
O=C(C1CCCN1S(=O)(=O)c1ccc(Cl)cc1)N1CCOCC1 (configuration not stated) | -2.5%
CCOc1ccc(N2CC(C(=O)Oc3ccccc3)CC2=O)cc1 (configuration not stated) | -4.4%
COC(=O)c1ccccc1NC(=O)C1CCCN(c2nnc(-n3cccc3)s2)C1 (configuration not stated) | 4.5%
Cc1ccc(NC(=O)c2cnn(-c3ccccc3)c2NC(=O)c2ccco2)cc1 | 4.1%
